Compound activity as filed in PubChem BioAssay.
MmCpn inh: inhibitors of Methanococcus maripaludis chaperonin (MmCpn) | purified Mm-Cpn ATPase, ADP Transcreener TR-FRET | Potency, µM (doses to about 76.9 µM), without a hit: at the highest dose activity, negative = inhibition, most hits filed as inhibitors | actives 0.031% (n = 330,000) | AID 504842; also: potency is read from the fitted curve at half-maximal effect; % is scaled to controls: 0 for no effect and ±100 for the full control effect; nearly all actives have a fitted effect of over 80% in size
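Eu-cryptate anti-ADP/ADP-d2 competition gives a ratio inversely related to ADP. Enzyme at 25 nM was pre-exposed to compound for 10 min, then given 10 uM ATP for 30 min, 37°C throughout.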
Nrf2 activator: activates Nrf2 signaling; AREc32 ARE-luciferase reporter (MCF7-derived line), luminescence, 24 h; Potency, µM (doses to about 46.1 µM), for the others: at the top dose activation, actives largely listed as activators; actives 0.31% (n = 410,000); AID 624171; also: potency is read from the fitted curve at half-maximal effect; % of control where 0% means no effect; nearly all actives have a fitted effect of over 65% in size
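For detection, Steady-Glo was added and plates sat 30 min at RT; before that, AREc32_Fluc cells grown overnight in OPTI-MEM/5% FBS had been treated with 23 nL compound for 24 hr at 37 deg C.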
pAkt inh: blocks phosphorylation of Akt; Neuro2A IGF-stimulated pAkt S473 HTRF, 20 min; stronger effect = lower value; activity change, % for hits at 50 µM; actives 0.32% (n = 360,000); AID 651550; in the data active = activity change below about -80%; inconclusive = mostly about -51% to -80%; also: % is scaled to controls: 0 for no effect and ±100 for the full control effect
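Neuro2A cells (4,500/well, DMEM with 0.5% FBS) were treated with compound at a single 50 µM final concentration, stimulated with 6 nM IGF for 20 min at 37 °C, and lysed. Phospho-Akt Ser473 was read by HTRF as 665/615 ratio ×10^4.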
Nrf2 block: blocks Nrf2 signaling; actives 2.1% (n = 360,000); AID 504444; Potency, µM (doses to about 46 µM), inactives show at the highest dose activity change, negative = inhibition, usual class: inhibitors; A549 ARE-Fluc reporter, luciferase luminescence, 18-24 h; also: potency is read from the fitted curve at half-maximal effect; % is scaled to controls: 0 for no effect and ±100 for the full control effect; nearly all actives have a fitted effect of over 60% in size
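In this cell-based qHTS, ARE-driven firefly luciferase in A549 cells reports Nrf2 activity; the luminescent signal after BugLite lysis is the measured value, with a prior CellTiter-Fluor read for cell health.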
EPAC2 antag: EPAC2 (human) antagonism. Q8WZA2. EPAC2 GEF exchange of Rap1B-BODIPY-GDP, fluorescence. Potency, µM (series often up to 114 µM), inactives show at the top dose activity, negative = inhibition, most hits filed as inhibitors. actives 0.18% (n = 360,000). AID 720708; also: potency is read from the fitted curve at half-maximal effect; % is scaled to controls: 0 for no effect and ±100 for the full control effect; nearly all actives have a fitted effect of over 45% in size; many of its hits are not listed in these tables
Target sequence (Q8WZA2 whole entry, looked up): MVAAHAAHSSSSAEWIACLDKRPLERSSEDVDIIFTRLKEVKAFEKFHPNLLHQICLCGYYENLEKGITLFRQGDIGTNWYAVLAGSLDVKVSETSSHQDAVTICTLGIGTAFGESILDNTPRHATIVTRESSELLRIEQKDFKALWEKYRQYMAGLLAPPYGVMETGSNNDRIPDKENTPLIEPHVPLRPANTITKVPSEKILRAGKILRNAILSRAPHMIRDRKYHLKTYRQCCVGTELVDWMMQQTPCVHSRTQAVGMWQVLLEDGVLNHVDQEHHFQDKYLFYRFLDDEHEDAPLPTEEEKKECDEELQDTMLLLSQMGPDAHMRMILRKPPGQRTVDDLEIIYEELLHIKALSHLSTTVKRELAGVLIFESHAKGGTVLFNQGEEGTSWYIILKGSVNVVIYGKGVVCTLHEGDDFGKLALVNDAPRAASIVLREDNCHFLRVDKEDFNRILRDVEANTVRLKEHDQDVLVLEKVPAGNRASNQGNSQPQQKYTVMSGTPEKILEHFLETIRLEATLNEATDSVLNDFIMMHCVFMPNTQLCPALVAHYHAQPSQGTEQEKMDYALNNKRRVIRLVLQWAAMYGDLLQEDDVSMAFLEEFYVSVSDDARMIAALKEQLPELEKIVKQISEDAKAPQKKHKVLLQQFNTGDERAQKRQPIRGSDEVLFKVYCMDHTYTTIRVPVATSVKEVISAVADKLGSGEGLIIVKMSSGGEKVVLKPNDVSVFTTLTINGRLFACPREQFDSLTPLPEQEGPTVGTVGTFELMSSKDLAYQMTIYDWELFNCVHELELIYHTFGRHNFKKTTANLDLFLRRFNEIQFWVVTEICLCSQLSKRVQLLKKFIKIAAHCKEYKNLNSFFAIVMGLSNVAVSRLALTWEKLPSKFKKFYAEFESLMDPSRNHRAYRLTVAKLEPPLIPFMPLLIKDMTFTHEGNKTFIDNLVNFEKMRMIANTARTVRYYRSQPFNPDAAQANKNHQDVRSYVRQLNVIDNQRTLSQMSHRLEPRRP
TGFb inhibitor: TGF-b pathway inhibition. HepG2 CAGA-GFP TGF-b/SMAD3 reporter, GFP fluorescence, 18 h; TGF-beta stimulated, 500 pg/mL final. Potency, µM (titrated, usually from 46.1 µM), without a hit: top-dose activity, negative = inhibition, hits mostly inhibitors. actives 1.2% (n = 410,000). AID 588855; also: potency is read from the fitted curve at half-maximal effect; % is scaled to controls: 0 for no effect and ±100 for the full control effect; nearly all actives have a fitted effect of over 65% in size
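First, reporter cells (HEPG2 CAGA-GFP) rested 2 h at 37 degrees C. Next, compounds were pinned in and TGF-beta added to 500 pg/mL final. After 18 h, GFP was imaged per cell and summed per well.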
CCT modulator: cytosolic chaperonin activity modulation; purified chaperonin ATPase assay, HTRF ADP detection, 30 min; activity change, % (no concentration beside the values), hits read low; actives 0.3% (n = 360,000); AID 651819; in the data active = activity change below about -30%; also: % is scaled to controls: 0 for no effect and ±100 for the full control effect
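ATPase activity: ADP formed was measured by HTRF Transcreener (665/615 nm ratio) after 30 min at 37 deg C with 10 uM ATP. Compounds screened at one 76 uM concentration against 40 or 20 nM TRiC in Tris pH 7.4/KCl/MgCl2/DTT buffer.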
EPAC2 ag: activates human EPAC2 exchange factor; actives 0.079% (n = 360,000); Potency, µM (series often up to 154 µM), for the others: top-dose activation, usual class: activators; Q8WZA2; AID 720711; EPAC2 activation, biochemical qHTS; response scale: 100% = 6.5 mM cAMP response; also: potency is read from the fitted curve at half-maximal effect; nearly all actives have a fitted effect of over 50% in size
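Fluorescence exchange assay: 100 nM EPAC2 with 250 nM RAP1B-BODIPY-GDP and 50 uM GDP; compounds tested as a concentration-titration series (qHTS). Loss of Rap1-bound BODIPY-GDP fluorescence read at 480/540 nm; data normalized to 6.5 mM cAMP.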
A549 viability: A549 cytotoxicity, counter-screen for Nrf2 inhibitors | A549 ARE-Fluc cells, CellTiter-Fluor viability, 18-24 h | Potency, µM (highest dose often 46 µM), inactives show top-dose activity change, negative = cytotoxicity, actives largely listed as inhibitors | actives 0.16% (n = 390,000); also: potency is read from the fitted curve at half-maximal effect; % is scaled to controls: 0 for no effect and ±100 for the full control effect
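A549 ARE_Fluc cells in 5% FBS OPTI-MEM were exposed to compounds in concentration-response for 18-24 h at 37 deg C. Viability was read by CellTiter-Fluor fluorescence (Ex 405/Em 525) after 30 min, before the luciferase read.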
The depositor's hits bear a star; i = inactive; ? = inconclusive; nt = not tested or not shown; & = joins results of further samples; [ ] = dose if it differs, or a comment. Unless noted, calls follow the shape of the dose curve; as a rule, active = well fitted curve in the direction sought with a large enough effect; inconclusive = small, poorly fitted or top-dose-only effect, or another doubt; inactive = no such curve, though single readings can be large; an effect the other way counts as inactive or inconclusive. The list is partial; the hit share may differ from the screen's.

Second line of a record – MmCpn inh, Nrf2 activator, pAkt inh, Nrf2 block, EPAC2 antag, TGFb inhibitor, CCT modulator, EPAC2 ag, A549 viability
- O=S(=O)(NCc1csc(-c2cccs2)n1)c1cccc(C(F)(F)F)c1
→ -14%, ?, i, ?, -21%, 16µM*, 1.3, -7%, 1%
- CCCc1ccc(S(=O)(=O)N2CCN(C(C)C(=O)NC3CCCC3)CC2)cc1 (stereo not given)
→ -1%, 0.4%, i, -15%, -1%, -21%, -1.2, -5%, 0%
- N#Cc1ccc(C(=O)Nc2cccc(S(=O)(=O)NC3=NCCC3)c2)cc1
→ -4%, -0.5%, i, ?, 1%, -21%, 2.9, -5%, -9%
- c1ccc2c(c1)ncn2Cc1nnc2sc(-c3ccc4c(c3)OCO4)nn12
→ -3%, -0.8%, i, -11%, 4%, -5%, -0.4, 1%, -7%
- CCOc1ccc(NC(=O)C2=C(C)C(=O)OC23CCC(C)CC3)cc1 (stereo not given)
→ -1%, -1.1%&-0.3%, i, -6%&-7%, -4%, 7%, 1.1, -2%, -2%&-3%
- O=C(N/N=C1\CCS(=O)(=O)c2ccc(F)cc21)c1ccc(O)cc1
→ 0%, 0.4%, i, -17%, 1%, -2%, -2.9, 19%, -4%
- COc1ccc(C(=O)/C=C/Nc2ccccn2)c(OC)c1
→ -3%, 0.3%, i, ?, 2%, 10%, -1.6, 11%, -11%
- Cc1ccc(Nc2cc(C)nc3nncn23)c(C)c1
→ nt, 5.0%, nt, 5%, nt, ?, nt, nt, 0%
- COc1ccc(NC(=O)C#Cc2ccccc2)cc1
→ 0%, 14µM*, i, -27%, 1%, ?, -3.3, 9%, -11%
- COC(=O)C[C@H]1c2ccccc2S(=O)(=O)N1c1cccc(OC)c1
→ nt, -0.2%, i, 14%, -8%, 4%&3%, 1.8, 0%, -4%
- Cc1ccc(N2C(=O)C3Sc4[nH]c(=O)sc4C(c4ccccc4)C3C2=O)cc1 (stereo not given)
→ 0%, 2.4%, i, -11%, 1%[57.1 µM], 2%, -1.1, -3%, -3%
- CCOC(=O)CCCCCC(=O)Nc1ccc2c(c1)C(=O)N([C@@H](C)CO)C[C@@H](C)[C@H](CN(C)C(=O)Nc1ccccc1)OCCCC[C@H](C)O2
→ nt, -0.6%, i, nt, -5%, -3%, 1.4, 13%, nt
- CCCc1cc(Nc2cccc(OCC)c2)n2ncnc2n1
→ -1%, 2.3%, i, nt, 10%, 11%, 1.8, 0%, 7%
- CC[C@]12c3[nH]c4cc(CCC(=O)N(C)C)ccc4c3CCN1C(=O)[C@@H](CC(=O)NCCCOC)C[C@@H]2C(=O)N1CCN(C(=O)C2CC2)CC1
→ 0%, -0.6%, i, 9%, 14%, 9%, -2.6, -1%, -1%
- Cc1ccc(S(=O)(=O)N(C)c2ccc(C(=O)N3CCN(Cc4ccc5c(c4)OCO5)CC3)cc2)cc1
→ -1%, -0.5%, i, ?, 0%, ?, 1.0, -8%, -19%
- COCC(=O)N1CCc2ccc(NC(=O)c3ccccc3Cl)cc2C1
→ 2%, 0.1%, i, 10%, -8%, 1%, -0.8, 6%, -1%
- C=CCNC(=S)Nc1ccc(N2CCOCC2)c(S(=O)(=O)Nc2ccccc2Cl)c1
→ 1%, -0.5%, i, -2%, -19%, 5%, -2.3, 9%, -7%
- O=C(CNC(=O)c1ccco1)OCC(=O)c1ccc2ccccc2c1
→ -4%, 0.3%, i, -10%, 8%, 7%, 1.5, -7%, -2%
- COc1ccc(CNC(=S)Nc2ccc(-c3ccccc3)cc2)cc1
→ -11%, 2.2%, i, -20%, 7%, -1%, 2.9, 8%, 1%
- CCCCC[C@@H]1CCCCC[C@H](O)C[C@@H](O)[C@@H](O)/C=C/C(=O)O1
→ nt, 9.9%, i, nt, 9%, nt, -0.2, 2%, nt
- C=CCOc1ccc(CN(C)CC(=O)Nc2ccccc2[N+](=O)[O-])cc1
→ -2%, 5.9%, i, -15%, -22%, 6%, 0.6, -3%, 0%
- Cc1cc(C)c2oc(-c3ccc(C)c(NC(=O)/C=C/c4ccco4)c3)nc2c1
→ nt, 5.6µM*, nt, 23%, nt, ?, nt, nt, -4%
- O=C(Cn1cncc1-c1ccc([N+](=O)[O-])cc1)Nc1cccc2ccccc12
→ 1%, 0.1%, i, 5%, -9%, ?, -4.1, 10%, 7%
- CCOc1ccc(N(CC(=O)NC2CCCCC2)C(=O)CSc2nnc(COc3ccccc3)o2)cc1
→ -1%, 0.2%, i, ?, -1%, 5%, 1.9, -8%, ?
- Cc1cc(C)cc(NC(=O)N2C3CCCC2CC(NC(=O)C2CC2)C3)c1 (stereo not given)
→ 2%, -0.8%, i, 15%, 4%, -3%, 0.0, 12%, -12%
- Cc1cccc(C)c1NC(=O)C1CCN(S(C)(=O)=O)CC1
→ 0%, -0.4%, i, -5%, -6%, -11%, -2.4, -5%, -2%
- COc1cccc(CN(Cc2cccnc2)S(=O)(=O)c2ccc(-n3cnnn3)c(C)c2)c1
→ 0%, 2.7%, i, ?, -26%, -22%, 2.0, 14%, 7%
- O=C(COc1ccc(Cl)cc1Cl)Nc1c(-c2cccs2)nc2ccccn12
→ -1%, 0.2%, i, ?, 4%, ?, -4.7, -1%, -1%
- Cc1ccc2nc(N3C(=O)C(O)=C(C(=O)c4ccc(C)o4)C3c3ccc(O)cc3)sc2c1 (stereo not given)
→ -25%, 5.4%, i, 3%, 3%, -24%, -0.5, -11%, -13%
- Cc1ccc(-c2cc(C(=O)N3CC(C)OC(C)C3)c3ccccc3n2)o1 (stereo not given)
→ -7%, 2.1%, i, ?, 5%, -1%, 0.2, -5%, -6%
- COc1ccc(C2c3c(n(C)c4ccccc34)C(=O)N2CC(=O)Nc2ccc(C)c(Cl)c2)cc1 (stereo not given)
→ nt, 0.2%, nt, 0%, nt, -23%, nt, nt, 0%
- Cc1ccc(C(=O)NC(=S)Nc2ccc(N3CCN(C(=O)c4ccco4)CC3)cc2)cc1
→ -2%, -0.2%, i, ?, 1%, ?, -3.5, 2%, -18%
- C=CCOc1cccc(NC(=O)c2ccccc2SC)c1
→ 0%, 3.2%, i, -14%, -1%, -4%, -0.7, 25%, 0%
- CCOc1cc(C)c(S(=O)(=O)NCCCn2ccnc2)cc1C
→ 0%, 0.3%, i, ?, -8%, -26%, 1.0, 5%, -2%
- Clc1ccc(Oc2cnc3ccccc3n2)cc1
→ -4%, 3.3%, i, 4%, -4%[57.1 µM], -2%, -0.3, 10%, 2%
- Cc1cc(C(=O)OCC(=O)NCCCN2CCCC2=O)c2ccccc2n1
→ 1%, 0.4%, i, 14%, 10%, 3%, 0.5, -6%, -1%
- O=C(NCCC1=CCCCC1)c1cnc2n(c1=O)CCS2
→ 0%, -0.2%, i, 2%, -4%, -6%, -2.5, 5%, 17%
- CCOC(=O)Cc1csc(NC(=O)/C=C/c2ccccc2Cl)n1
→ 0%, ?, i, ?, 0%, -17%, -3.2, -4%, -13%
- O=C(O)CC1=C(O)C(=O)N(c2ccccc2)C1c1ccc(Cl)cc1 (stereo not given)
→ -2%, -0.3%, i, 5%, 2%, -5%, 2.1, 4%, -6%
- O=C(Oc1cccc(/C=N/Nc2nc(N3CCOCC3)nc(N3CCOCC3)n2)c1)c1ccco1
→ -8%, -0.8%, i, 0%, 7%, -8%, 0.3, -1%, 1%
- COc1cc(C(=O)Nc2nc(-c3ccc(Cl)cc3)c(C)s2)ccc1OCC(=O)Nc1ccc(F)cc1
→ -1%, 0.4%[9.22 µM], i, 21µM*, 10%, ?, -0.8, -5%, ?
- Cc1[nH]nc(SCC(=O)Nc2cccc(O)c2)c1[N+](=O)[O-]
→ 2%, 4.0%, i, 0%, 4%, 2%, 1.5, 3%, -3%
- Cc1cc([N+](=O)[O-])ccc1NC(=O)Nc1ccccc1F
→ 4%, 3.1%, i, ?, -12%, 4%, -1.4, 2%, 6%
- Cc1ccccc1NC(=O)Cn1cnc2c1c(=O)n(C)c(=O)n2C
→ 1%, -0.2%, i, 11%, 0%, -1%, 1.1, 2%, 8%
- CCCCC(=O)N(C)c1c(CC)nc2c(OCc3ccc(Cl)cc3Cl)cccn12
→ nt, -2.3%, i, nt, -20%, ?, -1.7, 4%, nt
- C[C@H](CO)N1C[C@H](C)[C@@H](CN(C)S(=O)(=O)c2cn(C)cn2)Oc2c(NS(=O)(=O)c3ccc(F)cc3)cccc2C1=O
→ 2%, -1.2%, i, -15%, 2%, -4%, -0.9, 8%, -3%
- COc1ccccc1N(C)S(=O)(=O)c1ccc(C(=O)Nc2ncc(C)s2)cc1
→ 0%, -0.6%, i, -18%, -2%, -17%, 0.9, 5%, -3%
- COC(=O)c1ccccc1S(=O)(=O)Nc1ccc2cn[nH]c2c1
→ 3%, 0.2%, i, 1%, -1%, 9%, -0.3, -6%, -5%
- CN(C)S(=O)(=O)c1cccc(NC(=O)c2ccccc2SCC(=O)N2CCCC2)c1
→ nt, 2.8%, i, nt, 12%, -3%, 0.1, -6%, nt
- COc1ccc(S(=O)(=O)N2CCc3ccccc32)cc1C(=O)N1CCOCC1
→ 1%, 2.1%, i, 4%, 2%, -14%, 0.2, 4%, 1%
- NC(=S)N/N=C1\CCOc2ccc(Cl)cc21
→ 1%, 12%, i, ?, -12%, 8.9µM*, 2.1, 3%, 1%
- Cc1cc(NS(=O)(=O)c2ccc(Nc3nc(-c4sc(N)nc4C)cs3)cc2)no1
→ -2%, -0.2%, i, 9%, 32µM*, -34%, -2.6, -4%, 1%
- COc1ccc(-c2ccc(SCC(=O)N3CCN(c4ccccc4)CC3)nn2)cc1
→ 1%, 0.3%, i, -21%, -1%, ?, -5.8, 3%, -1%
- COc1ccc(CN(C2CCCC2)S(=O)(=O)c2ccc(-n3cnnn3)cc2)cc1OC
→ 1%, 6.0%, i, 4%, 8%, 6%, 1.1, 3%, 0%
